TDP1 inh: qHTS Assay for Inhibitors of Tyrosyl-DNA Phosphodiesterase (TDP1); Potency, µM (series often up to 130 µM), inactives show at the top dose activity change, negative = inhibition, most hits filed as inhibitors; Tyrosyl-DNA phosphodiesterase 1 (Homo sapiens), Q9NUW8; recombinant TDP1, AlphaScreen DNA substrate cleavage; 350,000 tested, 0.28% active; AID 485290, 2010; note: nearly all actives have a fitted effect of over 40% in size
Target sequence (Q9NUW8 whole entry, looked up): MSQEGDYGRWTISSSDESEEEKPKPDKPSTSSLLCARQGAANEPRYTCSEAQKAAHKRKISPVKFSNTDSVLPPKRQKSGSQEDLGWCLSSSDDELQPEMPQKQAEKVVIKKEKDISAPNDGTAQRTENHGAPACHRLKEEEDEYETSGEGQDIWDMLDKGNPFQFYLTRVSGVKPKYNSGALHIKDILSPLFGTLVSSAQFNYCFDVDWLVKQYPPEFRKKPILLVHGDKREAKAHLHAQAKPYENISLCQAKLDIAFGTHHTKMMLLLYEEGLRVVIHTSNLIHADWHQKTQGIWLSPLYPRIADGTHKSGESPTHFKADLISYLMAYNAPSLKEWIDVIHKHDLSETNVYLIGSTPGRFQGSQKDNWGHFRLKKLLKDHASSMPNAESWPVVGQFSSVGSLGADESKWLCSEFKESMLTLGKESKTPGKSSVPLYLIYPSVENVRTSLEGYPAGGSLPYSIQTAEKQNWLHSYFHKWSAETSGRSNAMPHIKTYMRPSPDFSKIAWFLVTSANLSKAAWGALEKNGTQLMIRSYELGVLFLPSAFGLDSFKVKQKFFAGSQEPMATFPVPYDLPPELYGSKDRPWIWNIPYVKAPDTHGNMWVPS
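Enzyme-compound mixtures sat 15 min at room temperature, followed by a 5 min reaction with 15 nM final substrate and 10 min with AlphaScreen beads. Recombinant human Tdp1 was used at 1 nM final.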
FEN1 inh: qHTS Assay for the Inhibitors of Human Flap endonuclease 1 (FEN1); 390,000 tested, 0.35% active; Recombinant FEN1 flap cleavage, fluorescence, 15 min; Potency, µM (highest dose often 114 µM), inactives show at the highest dose activity change, negative = inhibition, actives largely listed as inhibitors; AID 588795, 2011; note: nearly all actives have a fitted effect of over 65% in size
Target sequence (P39748 whole entry, looked up): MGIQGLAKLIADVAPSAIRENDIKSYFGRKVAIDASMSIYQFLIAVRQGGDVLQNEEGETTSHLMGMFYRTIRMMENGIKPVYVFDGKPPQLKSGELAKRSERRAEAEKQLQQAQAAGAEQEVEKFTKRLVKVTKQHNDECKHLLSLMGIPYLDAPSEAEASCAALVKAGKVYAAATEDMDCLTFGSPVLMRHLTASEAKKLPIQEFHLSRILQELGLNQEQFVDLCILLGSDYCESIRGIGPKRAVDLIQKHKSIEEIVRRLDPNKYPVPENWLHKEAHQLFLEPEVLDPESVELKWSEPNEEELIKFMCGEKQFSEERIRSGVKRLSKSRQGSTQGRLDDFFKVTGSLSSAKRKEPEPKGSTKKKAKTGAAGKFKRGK
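Read-out was taken twice, immediately and after 15 min, following addition of 50 nM substrate to 10 nM FEN1 that had sat with test compound for 15 min at room temperature. Curves came from a four-parameter Hill model.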
N370S GC mod: qHTS Assay for Inhibitors and Activators of N370S glucocerebrosidase as a Potential Chaperone Treatment of Gaucher Disease | Lysosomal acid glucosylceramidase (Homo sapiens), P04062 | N370S GC spleen homogenate, 4MU-glucoside fluorescence | AID 2101, 2009 | 330,000 tested, 0.092% active | Potency, µM (doses to about 59.4 µM), inactives show top-dose activity change, negative = inhibition, usual class: inhibitors;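 note: 0% = full enzyme activity and -100% = no enzyme basal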
* = called active by the depositor; u = inconclusive; x = no result given; & = joins results of further samples; [ ] = dose if it differs, or a comment. Calls come from the whole dose curve; as a rule, active = well fitted curve in the direction sought with a large enough effect; inconclusive = small, poorly fitted or top-dose-only effect, or another doubt; inactive = no such curve, though single readings can be large; an effect the other way counts as inactive or inconclusive. Unless noted, % is set by controls: 0 for no effect and ±100 for the full control effect; potency is the fitted concentration of half-maximal effect.

structure,N370S GC mod,TDP1 inh,FEN1 inh
Cc1ccc(CNC(=O)CN2CCN(Cc3ccc(F)cc3)C2=O)cc1,x,2%,1%
CC1=C(C(=O)Nc2ccccc2)C(c2ccc(C)o2)n2c(s/c(=C/c3ccccc3)c2=O)=N1 (stereo not given),-13%,7%,-3%
O=C(c1cccs1)N(Cc1cc2ccccc2[nH]c1=O)c1ccccc1,20%,3%,-3%
Cc1ccc(S(=O)(=O)NCCC(=O)Nc2nnc(C3CC3)s2)cc1C,3%,10%,4%
COc1ccc(NC(=O)c2ccc(S(=O)(=O)N3CCCCC3)cc2)c(OC)c1,-2%,-8%,5%
Cc1cccc(CN2CCN(C(=O)CCc3nnc(C4CCCCC4)o3)CC2)c1,-2%,4%,29%
CN(C)C(=O)CN1C(=O)NC(c2ccccc2)(c2ccccc2)C1=O,-7%,0%,14%
O=C(NCC(=O)N(c1cccnc1)C(C(=O)NC1CCCC1)c1cccs1)c1ccco1 (stereo not given),-3%,0%,16%
Cc1ccc(NC(=O)N2CC=C(c3c[nH]c4ccccc34)CC2)cc1Cl,x,6%,-3%
Cc1ccc2cc(CCNC(=O)c3ccco3)c(=O)[nH]c2c1,8%,5%,-18%
O=C1/C(=C/c2cccnc2)SC(=S)N1N1CCOCC1,-9%,x,-9%
Fc1ccc(C2C3=C(Nc4ncnn42)c2ccccc2OC3c2ccncc2)cc1 (stereo not given),u,5%,-16%
CCC1(c2ccccc2)NC(=O)N(CC(=O)N2CCN(S(=O)(=O)c3ccccc3)CC2)C1=O (stereo not given),-4%,3%,7%
COc1cc2nc(C3CC3)n(NC(=O)c3ccc(Cl)cc3)c(=O)c2cc1OC,-22%,2%,9%
CCN(C(=O)CN1CCCCCC1)c1c(N)n(Cc2ccccc2)c(=O)[nH]c1=O,x,0%,-1%
O=C(NCCO)C1(c2ccc(Cl)cc2)CCCC1,5%,7%,26%
COc1ccccc1-c1cn[nH]c1-c1ccc(OCc2ccccc2)cc1O,0%,x,-27%
CCOC(=O)Cc1csc(NC(=O)c2ccc(N3CCOCC3)cc2[N+](=O)[O-])n1,x,6%,4%
CCCCOc1ccc(S(=O)(=O)Nc2cccc(-c3ccc(N4CCOCC4)nn3)c2)cc1,x,5%,4%
Cc1ccc(Nc2nc(N)nc(CSc3nc4ccccc4s3)n2)cc1,-5%,5%,u
COc1ccc(OCC(=O)Nc2ccc(Cl)c(-c3nc4ncccc4o3)c2)cc1,x,5%,-1%
Cc1onc(-c2ccccc2)c1C(=O)Nc1cccc(OC(C)C)c1,0%,0%,-20%
CCN1c2ccccc2NC2C1C(C(C)=O)C(=O)N2c1ccc(Cl)cc1 (stereo not given),-7%,6%,5%
COc1ccccc1CNC(=O)C1CCC(=O)N1C(C)C (stereo not given),-1%,x,-1%
COc1ccc(/C=C(\C#N)C(=O)OCC(=O)NC(=O)NCCC(C)C)cc1,5%,0%,3%
COc1ccc(N/C=C2\CCc3ccccc3C2=O)cc1,-5%,1%,-19%
CN(C)CCCNC(=S)Nc1ccc(-c2ccccc2)cc1,-2%,3%,4%
CN(C)c1ccc(NC(=O)CSc2nc3ccsc3c(=O)n2CCCCCC(=O)O)cc1,x,-13%,-20%
Cc1cccc(NC(=O)c2nc[nH]c2C(=O)N2CCN(c3ccccc3)CC2)c1,x,3%,-7%
COC(=O)c1ccc2c(=O)n(Cc3ccc4c(c3)OCO4)c(SCC(=O)N3CCCC3)nc2c1,6%,1%,-5%
CC1=C(C(=O)OC2CCCCC2)C(c2ccco2)n2ncnc2N1 (stereo not given),-3%,1%,-9%
COc1ccccc1CNC(=O)COC(=O)/C=C/c1ccc2ccccc2n1,x,-2%,-11%
CCOC(=O)NC(=O)C(=CNc1cccc(OC)c1)C(=O)NC(=O)OCC,-3%,5%,2%
CC(=O)N=c1sc2cc(C)ccc2n1C,3%,5%,0%
CC(C)(C)C(=O)OCc1nc(-c2ccc(C(F)(F)F)cc2)cs1,-9%,-3%,11%
Cc1nc(NC(=O)COc2ccc(Cl)cc2)sc1C(=O)N(C)C,9%,-3%,x
Cc1cc2cc3c(N)[nH]nc3nc2cc1C,-1%,5%,-11%
COCCCn1c(=O)cc(C)[nH]c1=S,6%,5%,1%
COc1ccc(O)c(/C=N/c2nc3ccccc3n2C)c1,-4%,4%,-1%
CCOc1ccc(/C=N/NC(=O)CN2CCCCC2)cc1OCC,-5%,x,-6%
N#Cc1nc(Cc2ccccc2)oc1NCc1cccnc1,6%,5%,-11%
CNC(=O)c1sccc1-n1cccc1,4%,4%,3%
O=C(NC1CCCCC1)NC1CC2CCC(C1)N2C(=O)NC1CCCCC1 (stereo not given),0%,2%,x
CSc1cccc(NS(=O)(=O)c2cn(C)cn2)c1,-2%,3%,18%
O=C(Nc1ccc(S(=O)(=O)N2CCCC2)cc1)C1CC(=O)N(CCc2ccc(F)cc2)C1 (stereo not given),x,1%,-1%
CCOc1cc(/C=C(/NC(C)=O)C(=O)O)cc(Cl)c1OCc1ccc(Br)cc1,23%,3%,16%
CCCN1CCC(=O)N([C@H](COc2ccccc2)c2ccccc2)CC1,1%,x,17%&-5%
Cc1nn(CC(=O)NC(=O)NC2CCCCC2C)c(=O)c(C#N)c1C (stereo not given),-1%,-4%,0%
Cc1ccc(C(=O)Nc2ccc(CN3CCCCC3)cc2)c(C)c1,-9%,x,-5%
O=C(COc1ccccc1F)OCc1cc(=O)n2nc(C3CCCCC3)sc2n1,x,7%,3%

Next part
structure,N370S GC mod,TDP1 inh,FEN1 inh
COc1ccc(NC(=O)CC(C)C)c([N+](=O)[O-])c1,3%,2%,17%
COc1ccc(-c2nc(CSCC(=O)NC3CCCc4ccccc43)c(C)o2)cc1 (stereo not given),7%,4%,-24%
CCOc1nc(CC(C)C)c2c(c1C#N)CC(C)(C)OC2,4%,4%,-3%
COc1ccc2c(c1)c1c(c(=O)n(-c3ccc(OC)c(OC)c3)c(=O)n1Cc1ccccc1F)n2C,x,0%,-1%
CCCCn1c(N)c(N(CC(C)C)C(=O)CN(C)S(=O)(=O)c2ccc(C)cc2)c(=O)[nH]c1=O,-8%,-2%,1%
Cc1cccc(C2CC(c3ccc(Br)cc3)Nc3nc(N)nn32)c1 (stereo not given),-17%,5%,14%
Oc1ccc2ccccc2c1C=Nc1cc(C(F)(F)F)ccc1N1CCCC1,26%,10%,-23%
Cc1sc2ncnc(N3CCC(C(=O)Nc4ccc(Cl)cc4Cl)CC3)c2c1C,-1%,-10%,8%
CCN1CCN(C(=O)N(Cc2ccc(Cl)cc2)S(=O)(=O)c2ccc(C)cc2)CC1,0%,x,1%
Cc1cc(OC(=O)c2ccccc2[N+](=O)[O-])c([N+](=O)[O-])c(=O)[nH]1,-12%,x,17%
CN(C)CCCN(C(=O)c1ccc([N+](=O)[O-])o1)c1nc2cc3c(cc2s1)OCO3,-18%,6%,u
NC(=O)c1ccc(NC(=O)COC(=O)C2COc3ccccc3O2)cc1 (stereo not given),x,0%,5%
Cc1c(Cl)c([N+](=O)[O-])nn1CC(=O)NCc1ccc(Cl)cc1,-6%,x,-3%
CCCn1c(SCC(=O)Nc2ccc3c(c2)CCC3)n[nH]c1=O,5%,3%,4%
O=C(N[C@H](CO)[C@H](O)c1ccc([N+](=O)[O-])cc1)C(Cl)Cl,3%&12%,8%&1%,1%
O=C(Nc1ncccc1O)c1ccc(NS(=O)(=O)c2ccc3[nH]c(=O)[nH]c3c2)cc1,-19%,-17%,2%
Cc1ccc(NC(=O)c2ccc(-n3cncn3)c([N+](=O)[O-])c2)cc1F,-23%,1%,-20%
CC1=C(C(=O)N2CCCC(CCC(=O)NCc3ccccc3F)C2)OCCO1 (stereo not given),1%,-4%,10%
COc1ccc(C(=O)Nc2cccnc2)cc1,1%,-2%,-9%
CCc1nn(-c2cc(Oc3ccccc3)nc(-c3ccccc3)n2)c(N)c1C#N,-17%,-2%,-9%
Cc1cc(C)cc(NS(=O)(=O)c2ccc(NC(=S)NC(=O)c3ccc(Br)o3)cc2)c1,10%,5%,-10%
CC(=O)N1CCc2cc(S(=O)(=O)Nc3ccccc3N3CCN(C)CC3)ccc21,0%,6%,-4%
COc1cc(/C=C2\C(=O)ON=C2c2ccccc2)cc(OC)c1OC,-7%,-1%,-3%
CCOc1ccc(C(=O)NCCC(=O)N2CCC3(CC2)NCCc2[nH]cnc23)cc1,-2%,2%,-11%
Cc1cc(NCc2ccccn2)n2nc(C)c(-c3ccccc3)c2n1,6%,10%,0%
Cn1c(C(=O)NCCCN2CCN(c3cccc(Cl)c3)CC2)cc2c(=O)n(C)c3ccccc3c21,-7%,7%,-9%
Cc1cc(NC(=O)COc2ccc(C(C)(C)C)cc2)no1,21%,6%,-4%
COc1ccc(CCNC(=O)COC(=O)Cn2cnc3ccccc32)cc1OC,-4%,5%,-6%
COc1ccc(/C=C/C(=O)c2ccc(C)s2)cc1,0%,8%[56.1 µM],x
Oc1ccc(Cl)cc1CNCC1CCCCC1,-14%,1%,13%

An excerpt from above in order of heavy-atom count, descending:
structure,N370S GC mod,TDP1 inh,FEN1 inh
Cn1c(C(=O)NCCCN2CCN(c3cccc(Cl)c3)CC2)cc2c(=O)n(C)c3ccccc3c21,-7%,7%,-9%
CCC1(c2ccccc2)NC(=O)N(CC(=O)N2CCN(S(=O)(=O)c3ccccc3)CC2)C1=O (stereo not given),-4%,3%,7%
CN(C)c1ccc(NC(=O)CSc2nc3ccsc3c(=O)n2CCCCCC(=O)O)cc1,x,-13%,-20%
O=C(Nc1ncccc1O)c1ccc(NS(=O)(=O)c2ccc3[nH]c(=O)[nH]c3c2)cc1,-19%,-17%,2%
Cc1cccc(NC(=O)c2nc[nH]c2C(=O)N2CCN(c3ccccc3)CC2)c1,x,3%,-7%
COc1ccccc1CNC(=O)COC(=O)/C=C/c1ccc2ccccc2n1,x,-2%,-11%
O=C(NC1CCCCC1)NC1CC2CCC(C1)N2C(=O)NC1CCCCC1 (stereo not given),0%,2%,x
O=C(c1cccs1)N(Cc1cc2ccccc2[nH]c1=O)c1ccccc1,20%,3%,-3%
Cc1nn(CC(=O)NC(=O)NC2CCCCC2C)c(=O)c(C#N)c1C (stereo not given),-1%,-4%,0%
Cc1ccc(C(=O)Nc2ccc(CN3CCCCC3)cc2)c(C)c1,-9%,x,-5%
CCCn1c(SCC(=O)Nc2ccc3c(c2)CCC3)n[nH]c1=O,5%,3%,4%
N#Cc1nc(Cc2ccccc2)oc1NCc1cccnc1,6%,5%,-11%
COc1ccccc1CNC(=O)C1CCC(=O)N1C(C)C (stereo not given),-1%,x,-1%
O=C(N[C@H](CO)[C@H](O)c1ccc([N+](=O)[O-])cc1)C(Cl)Cl,3%&12%,8%&1%,1%
COc1ccc(/C=C/C(=O)c2ccc(C)s2)cc1,0%,8%[56.1 µM],x
CC(=O)N=c1sc2cc(C)ccc2n1C,3%,5%,0%

(more compounds)
structure,N370S GC mod,TDP1 inh,FEN1 inh
COc1ccc(C(=O)NC2CC2)cc1OC1CCN(Cc2ccccc2)CC1,-9%,0%,2%
O=C(Nc1ccccc1C(=O)Nc1ccc(F)cc1)c1ccco1,-3%,4%,-7%
Cc1ccc(NC(=O)CN2C(=O)C(c3ccc(C(C)(C)C)cc3)=NC2(C)C)cc1,x,0%,-13%
CC1(C)CC(=O)NC=C(c2ccccc2)C1,4%,-4%,-1%
COc1ccc(C2C(C(=O)Nc3ccccc3OC)=C(C)Nc3c(C(=O)Nc4ccccc4)cnn32)c(OC)c1 (stereo not given),x,3%,1%
CCCC/C=C/C(NC(=O)Oc1cccc(C(F)(F)F)c1)c1ccccc1 (stereo not given),8%,-5%,x
CCOC(=O)CSc1nc2ccccc2c(=O)n1-c1ccc(C)cn1,-1%,12%,2%
Cc1ccc(C(=O)c2oc3nc(C)cc(C)c3c2N)cc1,u,-3%,u
CCN(CC)CCN1C(=O)C(=O)/C(=C(/O)c2c(C)[nH]c(C(=O)OC)c2C)C1c1cccnc1 (stereo not given),-3%,5%,-2%
CN(CCC(=O)Nc1ccc(Cl)cc1)Cc1ccccc1,-7%,x,-1%
CCOc1cccc2sc(N(Cc3cccnc3)C(=O)c3ccco3)nc12,x,-8%,-9%
Cc1ccc(OCC(=O)N2c3ccccc3NC(=O)C2(C)C)c([N+](=O)[O-])n1,u,-2%,-2%

High-throughput results (PubChem BioAssay)
